Assay outcomes: PubChem BioAssay, several laboratories
STAT3 activator = STAT3 signaling activation. U3A cells, IL-6 STAT3-luciferase reporter, luminescence; 100% = signal with IL-6 EC80 alone. actives 0.91% (n = 190,000). activation (% of control), % at 5.6 µM;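 active = activation above the screen-wide mean of compound activation plus 3 SD, cut at about 130% in these data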;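 also: 0% = background luminescence of wells with medium and substrate only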
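Material: STAT1-lacking human U3A cells, STAT3 luciferase reporter | Benchmarks: IL-6-only wells as 100% reference | Probe or stimulus: IL-6 (33 ng/mL) | Timing: Compound 1 h, then IL-6 6 h at 37 °C | Detection: Luminescence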
APP 5'UTR act = APP 5'UTR luciferase reporter activation; SH-SY5Y APP 5'UTR luciferase reporter, luminescence; zero percent = DMSO vehicle wells; activation, % at 2 µM; actives 1% (n = 190,000); AID 1276;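 active = activation above a set limit, based on mean plus 3 SD of controls, cut at about 140% in these data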; also: values of inactives mirror those of a sister screen read the other way
STAT1 blocker = inhibitors of IFN-gamma induced STAT1 signaling; NIH 3T3 STAT1-luciferase reporter, luminescence; actives 0.35% (n = 200,000); AID 920; inhibition, % at 5.5 µM;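 active = inhibition above a set limit, the mean inhibition across all tested compounds plus 3 SD, cut at about 34% in these data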;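 also: 0% = IFN-gamma with DMSO and 100% = IFN-gamma with 300 µM nifuroxazide; values of inactives mirror those of a sister screen read the other way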
STAT1 act = increases IFN-gamma driven STAT1 reporter signal. NIH 3T3 STAT1-luciferase reporter, luminescence; 100% = IFN-gamma alone, no compound. activation (% of control), % at 5.5 µM. actives 2.6% (n = 200,000);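 active = activation above the screen-wide mean activation plus 3 SD, cut at about 130% in these data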;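 also: raw ratio to IFN-gamma control signal so 100% means no change and 0% no light; values of inactives mirror those of a sister screen read the other way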
STAT3 blocker = inhibitors of IL-6 induced STAT3 signaling; U3A cells, IL-6 STAT3-luciferase reporter, luminescence; host cell line lacks STAT1; inhibition, % at 5.5 µM; actives 0.89% (n = 190,000);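 active = inhibition above the mean inhibition across all screened compounds plus 3 SD, cut at about 44% in these data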;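 also: 0% = DMSO only wells and 100% = 100 µM nifuroxazide control wells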
APP transl inh = APP translation inhibition. inhibition, % at 2 µM. SH-SY5Y APP 5'UTR-luciferase reporter, luminescence. AID 1285. actives 0.82% (n = 190,000);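 active = inhibition above a set limit, derived from the sample mean plus 3 SD, cut at about 45% in these data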; also: values of inactives mirror those of a sister screen read the other way
NF-kB expr up = compounds increasing NF-kB expression in human neuronal cells; AID 1239; NF-kB reporter expression; stronger effect = higher value; fold change at 12.5 µM; actives 1.6% (n = 190,000); in the data active = fold change above about 3.3
FLuc inh counter = counter-screen for luciferase assay inhibitors: firefly luciferase inhibition. P08659. actives 1.5% (n = 200,000). ATPLite firefly luciferase biochemical luminescence, 10 min. inhibition, % at 10 µM. AID 1006;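 active = inhibition above about 50% when tested at 10 µM, limit read from the data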
Target sequence (P08659 whole entry, looked up): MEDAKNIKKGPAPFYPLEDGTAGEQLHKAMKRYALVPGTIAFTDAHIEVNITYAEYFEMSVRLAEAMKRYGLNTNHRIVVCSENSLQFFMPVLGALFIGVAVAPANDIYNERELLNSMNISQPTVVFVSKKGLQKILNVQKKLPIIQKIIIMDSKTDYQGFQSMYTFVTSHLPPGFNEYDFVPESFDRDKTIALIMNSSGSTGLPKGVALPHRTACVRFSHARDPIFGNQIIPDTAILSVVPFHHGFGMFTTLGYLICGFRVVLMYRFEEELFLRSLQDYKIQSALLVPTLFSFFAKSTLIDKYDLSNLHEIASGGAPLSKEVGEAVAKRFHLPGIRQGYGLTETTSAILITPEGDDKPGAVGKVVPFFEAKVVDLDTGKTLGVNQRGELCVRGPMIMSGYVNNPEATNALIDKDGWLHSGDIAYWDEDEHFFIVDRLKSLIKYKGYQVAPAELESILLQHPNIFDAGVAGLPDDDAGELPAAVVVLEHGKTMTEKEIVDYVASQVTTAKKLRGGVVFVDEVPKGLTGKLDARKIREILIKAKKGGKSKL
FLuc stim CS = firefly luciferase counter-screen for stimulation assays; P08659; ATPlite luciferase biochemical, luminescence, 10 min; 0 = ATP-free wells, 1 = DMSO control; activation factor at 10 µM; 200,000 tested, under 10 active; AID 1027;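 active = luciferase activation factor, scaled between plate controls, of at least 2 with compound at 10 µM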
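System: luciferase plus luciferin reagent, cell-free; medium: PBS as buffer for the ATP substrate; dosing: test compounds dosed from 2 mM stocks in 100% DMSO; timing: 10 min post-reagent at room temperature; measured by: luminescence measurement of luciferase light output; evaluation: luciferase activation, seen as luminescence increase over controls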
ROMK mod = modulators of human ROMK potassium channel | P48048 | Tet-inducible ROMK, thallium flux fluorescence; actives lie on both sides | B-score at 10 µM | actives 2% (n = 130,000);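 active = signal ratio slope over the read window, or its plate-corrected B-score, at least 3 SD from the plate mean, either direction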;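 also: B-score of the F/F0 ratio slope over 7 to 12 s after thallium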
Target sequence (P48048 whole entry, looked up): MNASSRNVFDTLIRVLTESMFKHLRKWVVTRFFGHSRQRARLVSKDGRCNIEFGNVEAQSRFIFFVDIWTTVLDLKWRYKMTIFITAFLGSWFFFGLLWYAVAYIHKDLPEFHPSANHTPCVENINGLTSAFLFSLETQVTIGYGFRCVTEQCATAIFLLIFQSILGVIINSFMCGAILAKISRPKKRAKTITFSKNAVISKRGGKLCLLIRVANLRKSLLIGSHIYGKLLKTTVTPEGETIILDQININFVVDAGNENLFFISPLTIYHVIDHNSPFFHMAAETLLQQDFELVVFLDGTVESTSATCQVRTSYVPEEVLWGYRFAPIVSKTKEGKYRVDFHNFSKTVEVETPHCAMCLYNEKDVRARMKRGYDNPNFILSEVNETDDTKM
Starred values were filed as active, the others as inactive; . = no result given.

SMILES	STAT3 activator	APP 5'UTR act	STAT1 blocker	STAT1 act	STAT3 blocker	APP transl inh	NF-kB expr up	FLuc inh counter	FLuc stim CS	ROMK mod
COCCOC(=O)c1c(NC(=O)CN(C)c2ccccc2)sc(C(N)=O)c1C	98	14	15	86	10	-14	1.2	1	1	0.61
O=c1c2c(n3cnnc3n1-c1ccccc1)-c1ccccc1CC21CCCCC1	104	2	8	92	0	-2	1.1	-4	1	.
Cc1nccn1CCC(=O)O	97	-10	-3	103	10	10	1.3	-9	1.1	.
CC1=NN(C(=O)COc2ccc(C)c(C)c2)C(O)(c2ccccc2)C1 (configuration not stated)	111	16	5	96	-12	-16	1.3	-2	1	0.14
O=C1CC(N2CCN(Cc3ccc4c(c3)OCO4)CC2)C(=O)N1Cc1ccc(N2CCCC2=O)cc1 (configuration not stated)	99	-13	-6	106	9	13	0.97	-2	1	-0.49
Cc1cc(C)n2nc(C)c(Br)c2n1	93	-7	8	91	11	7	1.1	-7	1.1	1.4
CC(=O)N1N=C(N)SC1c1cccc([N+](=O)[O-])c1 (configuration not stated)	99	-13	1	99	5	13	1	-6	1.1	0.52
CCOc1cccc(OCCOCCN(C)C)c1	95	-5	3	98	4	5	1.1	-6	1.1	-0.041
O=S(=O)(NCC1CCCO1)c1ccc(S(=O)(=O)N(Cc2ccccn2)C2CC2)cc1 (configuration not stated)	106	-6	-2	102	-7	6	1.6	-4	1	0.62
CCCn1c(=O)[nH]c(=O)c2c1nc(-c1ccccc1)n2CCN1CCOCC1	100	-12	-3	103	4	12	1.5	-2	1	-0.17
CNC(=S)N1CCN(c2c(F)cc3c(=O)c(C(=O)O)cn(C4CC4)c3c2OC)CC1C (configuration not stated)	105	-9	2	98	-2	10	0.88	-2	1	0.11
Cc1ccc2cc(CN(CCN3CCCC3)C(=O)Nc3ccc(F)cc3)c(=O)[nH]c2c1C	115	-30	-4	104	-13	30	0.88	-5	1.1	.
CN(C)S(=O)(=O)c1ccc(Cl)c(NC(=O)CSc2nc3c(cc2C#N)C(=O)CC(C)(C)C3)c1	106	-12	4	96	-10	12	1.8	0	1	-0.18
CC(C)(O)c1nnn(-c2ccccc2)c1C(F)(F)F	108	15	9	92	-3	-15	1.3	-4	1	.
CS(=O)(=O)N(CC(=O)NCCC1=CCCCC1)c1ccc2c(c1)OCO2	88	8	16	85	19	-8	1.2	-4	1	.
CC(C)NC(=O)c1ccc(-c2ccc(Cl)c(C(F)(F)F)c2)o1	83	4	-4	104	26	-4	1.6	-7	1.1	.
N#CCCNC(=O)CCN1CCOCC1	102	4	7	93	-2	-4	1.1	-4	1	.
COc1cc(OC)cc(C(=O)OCC(=O)Nc2sccc2C(N)=O)c1	86	-11	0	99	19	11	0.57	5	1	0.16
Cn1c(CNC(=O)c2ccco2)nnc1SCC(=O)Nc1c(F)cc(F)cc1Br	101	-2	-3	101	4	2	1	-6	1.1	-0.23
O=c1cc[nH]c2cc(Cl)ccc12	99	0	-6	105	-2	0	1.1	-3	1	-0.77
O=C(NC1CC1)C1C2C3C4CC5C3C5C4C12 (configuration not stated)	98	11	-1	101	5	-11	1.2	-1	1	0.37
COC(=O)c1[nH]c2ccc(C)cc2c1NC(=O)CN1CCc2cc(OC)c(OC)cc2C1	92	0	17	84	14	0	0.36	-2	1	.
O=C(c1cc(-c2ccc(Cl)cc2Cl)on1)N1CCOCC1	60	196*	2	99	50*	-196	1.7	73*	0.3	-0.49
COc1ccccc1/C=N/Nc1nncc2ccccc12	97	37	-55	150*	3	-36	1.7	48	0.5	.
COc1ccc(-c2ccnc(SCC(=O)c3ccc(Cl)cc3)n2)cc1	102	12	6	94	1	-12	1.2	-8	1.1	.
Cc1cccc(C)c1NC1=NCCCCC1	101	-4	-1	98	4	4	0.98	-3	1	-0.49
CN1CCN(Cc2nc3ccccc3c(=O)n2Cc2nc(-c3cccc([N+](=O)[O-])c3)cs2)CC1	118	6	62*	42	-10	-6	0.73	-1	1	0.55
COc1cccc(OCC(=O)NNC(=S)Nc2ccc(Cl)cc2Cl)c1	95	0	-4	102	11	0	1.1	-4	1	1
O=c1[nH]c2cc3c(cc2cc1CN(Cc1cccnc1)C(=S)NCc1ccco1)OCCO3	108	-22	-1	99	-7	22	1.1	0	1	-2.2
CCOC(=O)CNC1CC(=O)N(c2cccc(Cl)c2)C1=O (configuration not stated)	101	2	2	98	4	-2	1.5	-6	1.1	0.61
COc1ccc(/C=N/Nc2nc(N3CCCC3)nc(N3CCCC3)n2)c(OC)c1OC	99	6	-3	102	0	-6	0.99	-2	1	.
CC1(C)N([O-])C2=C(CCCC2)[N+]1=O	108	-6	1	100	-7	6	1.1	1	1	-0.26
CC(=O)Nc1ccc(NC(=O)Cc2sc(C)nc2-c2ccc(C)cc2)cc1	93	-3	6	94	7	3	1	1	1	.
CCOC(=O)/C=C1\SCC(=O)N1CC(=O)NCCOC	98	23	6	93	9	-23	0.96	-2	1	0.88
CCOc1ccc(CN2CCN(Cc3cnc(-c4ccccc4)s3)CC2CCO)cc1 (configuration not stated)	93	-4	-4	102	15	4	0.97	0	1	.
Cc1ccc(C)c(NC(=S)NC23CN4CN(CN(C4)C2)C3)c1	98	4	1	98	6	-4	1	-2	1	1.4
Cc1ccc(CNC(=O)c2ccc3c(=O)n(CCCN4CCCC4=O)c(=S)[nH]c3c2)cc1	90	-3	-2	102	9	3	0.94	-4	1	0.024
COC(=O)c1ccc(Cl)c(S(=O)(=O)N2CCCC2)c1	98	11	7	93	14	-11	1.2	-4	1	1.2
Cc1nnc(SCC(=O)NC(=O)NC2CCCC2)n1N	104	18	-6	105	-1	-18	0.96	-2	1	-0.45
COC(=O)C1=C(NC(=O)c2cccc(OC)c2)CCS1	97	-3	-14	113	8	3	1.1	-6	1.1	.

Five entries from above, reformatted.
SMILES | STAT3 activator | APP 5'UTR act | STAT1 blocker | STAT1 act | STAT3 blocker | APP transl inh | NF-kB expr up | FLuc inh counter | FLuc stim CS | ROMK mod
CN1CCN(Cc2nc3ccccc3c(=O)n2Cc2nc(-c3cccc([N+](=O)[O-])c3)cs2)CC1 | 118 | 6 | 62* | 42 | -10 | -6 | 0.73 | -1 | 1 | 0.55
Cc1ccc(C)c(NC(=S)NC23CN4CN(CN(C4)C2)C3)c1 | 98 | 4 | 1 | 98 | 6 | -4 | 1 | -2 | 1 | 1.4
COc1ccccc1/C=N/Nc1nncc2ccccc12 | 97 | 37 | -55 | 150* | 3 | -36 | 1.7 | 48 | 0.5 | .
CCOc1ccc(CN2CCN(Cc3cnc(-c4ccccc4)s3)CC2CCO)cc1 (configuration not stated) | 93 | -4 | -4 | 102 | 15 | 4 | 0.97 | 0 | 1 | .
COc1ccc(/C=N/Nc2nc(N3CCCC3)nc(N3CCCC3)n2)c(OC)c1OC | 99 | 6 | -3 | 102 | 0 | -6 | 0.99 | -2 | 1 | .

More entries follow:
SMILES	STAT3 activator	APP 5'UTR act	STAT1 blocker	STAT1 act	STAT3 blocker	APP transl inh	NF-kB expr up	FLuc inh counter	FLuc stim CS	ROMK mod
COc1ccc(OCc2cccc(C(=O)N3CCCC3)c2)cc1	79	115	18	84	29	-115	2.3	52*	0.5	0.062
Cc1nc(NC(=O)c2cc3c(C)nn(-c4ccccc4)c3s2)sc1C(=O)Nc1ccccc1	114	-16	1	99	-21	16	1.5	-7	1.1	0.053
CCc1nnc(NC(=S)Nc2ccccc2)s1	89	49	-36	132*	16	-49	3.3*	18	0.8	.
COc1ccc(NC(=O)CSc2nc3c(c(=O)n2-c2ccccc2OC)SCC3)cc1	90	-5	-6	105	17	5	0.87	-6	1.1	.
CC(=O)Nc1ccc(Cc2nc3ccccc3[nH]2)cc1	101	-5	-15	112	3	4	1.2	-8	1.1	-0.012
CC(=O)c1cccc(N2Cc3ccccc3C2=NC(=O)CCl)c1	96	19	-2	102	13	-19	0.79	5	1	2.1
O=C(NC1CCCCC1)c1cc(Cl)ccc1[N+](=O)[O-]	102	-7	8	93	0	7	0.97	-10	1.1	.
COc1ccc(C2CC(c3ccccc3)=NN2C(=O)COC(=O)c2cccnc2Cl)cc1 (configuration not stated)	97	-6	-3	103	-1	6	0.59	-4	1	.
Cc1sc(NC(=O)c2cc3ccccc3oc2=O)c(C(=O)OC(C)C)c1-c1ccccc1	102	6	3	97	4	-6	1.1	1	1	2.3
COc1ccc(OCC(=O)N2N=C(C)CC2(O)C(F)(F)F)cc1 (configuration not stated)	106	-4	-3	102	1	4	1	-3	1	-0.92
Cc1cc(C)cc(OCC(=O)O/N=C(\N)c2ccccn2)c1	90	19	1	99	17	-19	1.7	0	1	0.98
Cc1ccc(C(=O)CC2(O)C(=O)N(Cc3ccccc3Cl)c3ccccc32)o1 (configuration not stated)	93	7	9	92	12	-7	0.9	-8	1.1	.
O=S(N1CCc2ccccc21)C12CC3CC(CC(C3)C1)C2 (configuration not stated)	108	-4	4	94	-4	4	0.83	-4	1	-0.42
CCc1cccc(NC(=O)CCCSc2nc3ccccc3[nH]2)c1	109	-11	8	93	-5	11	0.87	-7	1.1	-2
COc1ccc(NC(=O)c2cccs2)cc1O	102	39	3	97	4	-39	1.4	28	0.7	.
CC(=O)Nc1ccc(NC(=O)CSc2ccc(-c3ccc4c(c3)OCO4)nn2)cc1	95	18	1	99	8	-18	1.3	3	1	.
Cc1ccc(C(=O)NCC(=O)NCC(=O)OCC(=O)c2ccc(F)cc2)cc1	103	-9	10	91	1	9	1.7	-7	1.1	-0.85
Cc1cc(S(=O)(=O)Nc2ccc(F)cc2)c(C)s1	100	14	0	100	2	-14	0.99	-3	1	.
Cc1ccc(NC(=O)CCNS(=O)(=O)c2ccc3c(c2)oc(=O)n3C)cc1C	98	-11	3	99	7	11	1.1	-6	1.1	.
Cc1ccc(NC(=O)COC(=O)CC2CCCC2)cc1Cl	100	-9	4	96	4	9	0.93	0	1	-0.3
O=C(NCC1CCCO1)c1csc2c1CCCCC2 (configuration not stated)	103	-7	-2	102	4	7	1.3	-1	1	1.6
Cc1ccc(-n2[nH]c(C)c(/C=N/NC(=O)c3ccc([N+](=O)[O-])cc3)c2=O)c(C)c1	97	14	0	100	9	-14	0.79	-6	1.1	-1
COc1cc(/C=c2\sc3nc(=O)c(-c4ccccc4)nn3c2=O)ccc1OCCC(C)C	109	2	6	94	-7	-2	1.4	-6	1.1	.
O=C(CN1CCOCC1)Nc1ccccc1Sc1ccc(Cl)cc1	97	-4	-11	110	6	4	0.28	-9	1.1	-0.25
Cc1ccc2c(SCC(=O)NCc3ccco3)nc(-c3ccc(F)cc3)nc2c1	111	1	8	93	-7	-1	1.3	-6	1.1	.
Cc1ccc(-n2c(CSc3nc(C)cc(C)n3)n[nH]c2=S)cc1	88	24	2	98	16	-24	1.2	9	0.9	2.1
O=C(Nc1ccc2c(c1)OCO2)N1CCN(c2ncccn2)CC1	99	18	2	98	4	-18	1.7	6	0.9	.
COc1ccc(S(=O)(=O)NCC2CCC(C(=O)N3CCC4(CC3)OCCO4)CC2)cc1 (configuration not stated)	102	-8	-4	104	-3	8	.	-9	1.1	-1.7
Cc1ccc(C)c(N2CCN(C(=O)c3ccc(CSc4nc5ccncc5[nH]4)cc3)CC2)c1	97	16	0	100	4	-16	0.42	-5	1.1	-4.2*
